Bioassay records: PubChem, National Center for Advancing Translational Sciences (NCATS)
FEN1 inh – human FEN1 inhibition; Potency, µM (doses to about 114 µM), for the others: at the top dose activity change, negative = inhibition, actives largely listed as inhibitors; AID 588795; hit rate 0.35% among 390,000; Recombinant FEN1 flap cleavage, fluorescence, 15 min; further: nearly all actives have a fitted effect of over 65% in size
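Concentration–response screening of FEN1 (10 nM): 15 min compound preincubation at room temperature, reaction started with 50 nM substrate and read at 0 and 15 min. Corrected, normalized data were fitted by a four-parameter Hill equation.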
N370S GC – inhibits or activates N370S mutant glucocerebrosidase; N370S GC spleen homogenate, 4MU-glucoside fluorescence; hit rate 0.092% among 330,000; Potency, µM (series often up to 59.4 µM), for the others: at the highest dose activity change, negative = inhibition, most hits filed as inhibitors; P04062; AID 2101;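 further: 0% = full enzyme activity and -100% = no enzyme basal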
KAT2A inh – GCN5L2 (KAT2A) acetyltransferase inhibition; Potency, µM (highest dose often 58.9 µM), without a hit: at the highest dose activity change, negative = inhibition, usual class: inhibitors; hit rate 0.21% among 390,000; AID 504327; Q92830; GCN5L2 HAT assay, ThioGlo1 CoA-SH fluorescence
Target sequence (Q92830 whole entry, looked up): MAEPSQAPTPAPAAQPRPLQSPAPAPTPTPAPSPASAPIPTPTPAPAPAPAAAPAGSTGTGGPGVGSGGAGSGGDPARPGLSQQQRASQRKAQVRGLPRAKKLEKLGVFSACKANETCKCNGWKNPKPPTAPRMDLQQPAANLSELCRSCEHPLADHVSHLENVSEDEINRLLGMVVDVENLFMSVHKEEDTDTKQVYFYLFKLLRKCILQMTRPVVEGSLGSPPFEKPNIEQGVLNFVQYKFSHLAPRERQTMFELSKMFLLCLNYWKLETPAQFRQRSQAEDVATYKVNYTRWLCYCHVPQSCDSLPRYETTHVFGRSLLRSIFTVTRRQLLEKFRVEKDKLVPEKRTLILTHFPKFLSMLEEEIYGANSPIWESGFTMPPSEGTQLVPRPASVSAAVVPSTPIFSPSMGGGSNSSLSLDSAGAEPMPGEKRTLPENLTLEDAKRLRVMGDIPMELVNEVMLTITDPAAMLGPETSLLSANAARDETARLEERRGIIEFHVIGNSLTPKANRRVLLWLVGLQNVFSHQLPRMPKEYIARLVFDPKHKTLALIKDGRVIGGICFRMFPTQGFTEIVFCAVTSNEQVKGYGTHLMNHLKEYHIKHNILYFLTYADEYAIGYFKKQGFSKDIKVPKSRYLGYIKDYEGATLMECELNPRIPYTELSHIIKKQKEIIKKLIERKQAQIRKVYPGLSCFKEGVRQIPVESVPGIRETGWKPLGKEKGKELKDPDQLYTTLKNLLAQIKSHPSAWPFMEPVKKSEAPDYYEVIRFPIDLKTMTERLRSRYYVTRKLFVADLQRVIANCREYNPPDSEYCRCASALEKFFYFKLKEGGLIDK
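qHTS, 1536-well. 20nM enzyme, pH 7.5 HEPES/EDTA/Tween-20 buffer; 15 min compound preinc., RT. Start: 75uM H3(1-25), 70uM AcCoA, 50uM ThioGlo1. Read Ex340/Em540 at t=0 (autofluorescence flag) and t=20 min.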
An asterisk follows results filed as active; ? = inconclusive; · = no result given; & = joins results of further samples; [ ] = dose if it differs, or a comment. The call rests on the fitted dose curve; in most records, active means well fitted curve in the direction sought with a large enough effect; inconclusive means small, poorly fitted or top-dose-only effect, or another doubt; inactive means no such curve, though single readings can be large; an effect the other way counts as inactive or inconclusive. Unless noted, on the % scale 0 is the no-effect control and ±100 the full control effect; potency means the concentration at half of the fitted maximal effect. Some of the compounds tested; count on the stated rates, not on these rows.

| canonical_smiles | FEN1 inh | N370S GC | KAT2A inh |
| --- | --- | --- | --- |
| CCOC(=O)[C@H]1[C@H]2COc3ccc(Br)cc3[C@@H]2N2C(=O)CN(Cc3ccc(Cl)cc3)C(=O)[C@@]12C | -3% | · | -16% |
| CSc1nc2ccccc2cc1/C=C(\C#N)c1cccc(C)c1 | -21% | 6% | -2% |
| COc1ccccc1CNC(=O)C(=O)NCC(c1ccc2c(c1)OCO2)N1CCOCC1 (stereo unspecified) | 1% | · | -5% |
| CCCc1nccn1S(=O)(=O)c1cc(Br)ccc1OC | -4% | · | 0% |
| Cc1ccc(S(=O)(=O)c2nc(-c3cccs3)oc2SCC(=O)Nc2cc(C)cc(C)c2)cc1 | 19% | · | -3% |
| CCN(CC)C(=O)[C@H]1CC(CC(=O)NC(C)(C)C)C(=O)N2CCc3c([nH]c4ccc(OC)cc34)[C@]12C (stereo partly specified) | 14% | · | 2% |
| CCCCNC(=O)c1oc2ccc(S(=O)(=O)N3CCCC3)cc2c1C | 3% | 3% | -4% |
| CCCC(=O)Nc1c2c(nn1-c1ccc(OC)cc1)CS(=O)(=O)C2 | -7% | -9% | -7% |
| CC(=O)Nc1ccc(Sc2ccccc2C(=O)O)cc1 | 11% | -9% | 2% |
| O=C1C(Cl)=C(NCCN2CCOCC2)C(=O)c2ccccc21 | -13% | -15% | -17% |
| CCOC(=O)c1cc2sc(C)cc2n1CC(=O)NCc1ccc(F)cc1 | -2% | 0% | -10% |
| CC(=O)c1ccc(NC(=O)CCNC(=O)c2ccc(Cl)cc2)cc1 | 5% | -4% | -17% |
| O=C(COC(=O)/C=C/c1cccc(F)c1)Nc1cccc(S(=O)(=O)NC2=NCCCCC2)c1 | 4% | · | -7% |
| Cc1ccc(-n2ncc3c(NCCC4=CCCCC4)ncnc32)cc1 | 0% | · | -10% |
| COc1cccc(C(=O)C2CCCN(Cc3cccc(OCCO)c3)C2)c1 (stereo unspecified) | -13% | 2% | -8% |
| C(=N\Nc1nc2ccccc2[nH]1)/c1cccs1 | 13% | -18% | -16% |
| O=C(OCc1nc2ccsc2c(=O)[nH]1)c1ccccc1 | 3% | -14% | ? |
| O=C(O)c1ccc(NC(=S)N2CCCCC2)cc1 | -3% | 4% | -1% |
| S=C1NNC2(CC3CC2C2CCCC32)NN1 (stereo unspecified) | 19% | 0% | -6% |
| CCOC(=O)C1CCCN(C/C=C/c2ccccc2[N+](=O)[O-])C1 (stereo unspecified) | 14% | -2% | -9% |

Remaining list, next part
| canonical_smiles | FEN1 inh | N370S GC | KAT2A inh |
| --- | --- | --- | --- |
| CS(=O)(=O)N1N=C(c2ccco2)CC1c1ccc(Br)cc1 (stereo unspecified) | 16% | -1% | -4% |
| O=c1c2ccccc2nc(SCc2nc3ccccc3s2)n1CCCO | -19% | 11% | 1% |
| O=S1(=O)Nc2c(ccc3cccnc23)-c2ccccc21 | 7% | 0%&1% | -13% |
| COCCN1CCn2c(nc3cc(Nc4nnc(C)c5ccccc45)ccc32)C1 | 2% | -21% | -14% |
| Cn1cc(Br)c(-c2cccc(N3C(=O)CC(C)(C)CC3=O)c2)n1 | 8% | -4% | 5% |
| CN(C)CCNc1ncnc2oc(-c3ccccc3)c(-c3ccccc3)c12 | ? | -22% | 1% |
| COc1ccccc1-c1nnc(SCCOc2ccccc2C)o1 | ? | · | -5% |
| COc1ccc(-c2noc(CCc3ccccc3)n2)cc1 | -9% | 28% | 0% |
| CCC1CCCCN1CCCNC(=O)c1ccc2c(c1)N(Cc1cccc(Cl)c1)C(=O)c1ccccc1S2(=O)=O (stereo unspecified) | -5% | · | -4% |
| O=C(CSC(=S)N1CCCC1)Nc1ccc(Br)cc1Cl | 10% | ? | -1% |
| CN(C)CCCN(C(=O)c1ccco1)c1nc2c(F)cc(F)cc2s1 | 11% | -11% | -1% |
| C=Cn1cc[n+](CC(=O)c2ccc(-c3ccccc3)cc2)c1 | -8% | ? | -6% |
| CC(SC1CCCC1)C(=O)NC(C)(C#N)C(C)C (stereo unspecified) | 8% | 0% | -1% |
| Cc1c(Cl)cccc1Nc1nc(N)nc(CN2CCCCCC2)n1 | -7% | -3% | -7% |
| N#Cc1ccccc1Sc1ccccc1C(=O)OCC(=O)NC12CC3CC(CC(C3)C1)C2 | -5% | ? | -8% |
| c1ccc(Nc2c3c(nc4ncnn24)CCC3)cc1 | 1% | 3% | -3% |
| C[C@H](NC(=O)c1ccc(C(C)(C)C)cc1)C(=O)N1CCOCC1 | 0% | · | -4% |
| O=C(Cc1nnc(NC(=O)c2ccccc2)s1)N/N=C\c1ccc(O)c(O)c1 | ? | -21% | -22% |
| O=C(CCNS(=O)(=O)c1cccc2nsnc12)NCCc1ccccc1 | -4% | 5% | -9% |
| Cc1cc(C)cc(NC(=O)CCC(=O)Nc2nnc(C(C)C)s2)c1 | -15% | -13% | -1% |

An excerpt from above in order of the KAT2A inh value, largest number first.
| compound | KAT2A inh |
| --- | --- |
| O=c1c2ccccc2nc(SCc2nc3ccccc3s2)n1CCCO | 1% |
| COc1ccc(-c2noc(CCc3ccccc3)n2)cc1 | 0% |
| O=C(CSC(=S)N1CCCC1)Nc1ccc(Br)cc1Cl | -1% |
| CS(=O)(=O)N1N=C(c2ccco2)CC1c1ccc(Br)cc1 (stereo unspecified) | -4% |
| COc1ccccc1-c1nnc(SCCOc2ccccc2C)o1 | -5% |
| C=Cn1cc[n+](CC(=O)c2ccc(-c3ccccc3)cc2)c1 | -6% |
| N#Cc1ccccc1Sc1ccccc1C(=O)OCC(=O)NC12CC3CC(CC(C3)C1)C2 | -8% |

The list continues:
| canonical_smiles | FEN1 inh | N370S GC | KAT2A inh |
| --- | --- | --- | --- |
| O=C(O)Cn1nnnc1SCC(=O)Nc1ccc(OC(F)(F)F)cc1 | 3% | -10% | -1% |
| CCN(CC)Cc1cc(NC2=NS(=O)(=O)c3ccccc32)ccc1OC(=O)c1ccccc1 | 0% | -22% | 0% |
| c1nc(N2CCNCC2)c2sc3nc(N4CCOCC4)c4c(c3c2n1)CCC4 | · | -8% | 0% |
| CN1CCCC(OC(=O)c2cc(Cl)cc(Cl)c2)C1 (stereo unspecified) | 2% | 4% | -4% |
| CCOc1ccc(CCNC(=O)Cn2ccc3cc(S(=O)(=O)N4CCCCCC4)ccc32)cc1 | -1% | · | -12% |
| COc1cccc(N=Cc2nc(-c3ccccc3)oc2OC(C)=O)c1 | -4% | 1% | -7% |
| O=S(=O)(NCCc1csc(-c2ccc(F)cc2)n1)c1ccc(Cl)cc1 | -16% | · | 1% |
| CCCN(CC(=O)Nc1ccc(F)c(F)c1F)Cc1cc(=O)n2ccsc2n1 | -5% | 5% | 0% |
| COC(=O)C1=NNC2(c3ccc(C)cc3)C(=O)N(c3cccc(C)c3C)C(=O)C12 (stereo unspecified) | -10% | 9% | 1% |
| Cc1cc2nnc(SCC(=O)Nc3cccc(S(=O)(=O)N4CCOCC4)c3)n2c2ccccc12 | -11% | 3% | -9% |
| Cc1c(OCC(=O)NCCCN2CCCC2=O)ccc2c3c(c(=O)oc12)CCC3 | -5% | -24% | -18% |
| CCCn1c(CCl)nc2cc(S(=O)(=O)N3CCOCC3)ccc21 | -1% | · | -2% |
| O=C1C(=O)N(c2ccccc2)C(c2ccccc2[N+](=O)[O-])/C1=C(\O)c1ccccc1 (stereo unspecified) | -8% | 1% | -2% |
| C=CCc1cccc(CNc2nc3ccccc3n2C(C)C)c1O | ? | -10% | -10% |
| CCNC(=O)CSc1nnc(-c2ccccc2Br)n1-c1cccc(C(F)(F)F)c1 | 2% | 1% | 0% |
| Cc1cc2c(cc1C)C(c1ccccc1Br)CC(=O)N2 (stereo unspecified) | 5% | 11% | -5% |
| Cn1c(SCC(=O)Nc2ncc(C(F)(F)F)cc2Cl)nnc1-c1ccc(Cl)cc1 | 7% | 21% | -5% |
| CCc1ccccc1NC(=O)Cn1nnc2sc3c(c2c1=O)CCC(C(C)(C)C)C3 (stereo unspecified) | 2% | · | -12% |
| FC(F)(F)c1cccc(Cc2noc(CN3CCCC(OCc4ccccn4)C3)n2)c1 (stereo unspecified) | -5% | -1% | ? |
| CCOc1ccc(NC(=O)COn2nnc3ccc(S(=O)(=O)N4CCOCC4)cc32)cc1 | -4% | 1% | -2% |

Compound profiles, from the list above. Screens in order: FEN1 inh, N370S GC, KAT2A inh
CCc1ccccc1NC(=O)Cn1nnc2sc3c(c2c1=O)CCC(C(C)(C)C)C3 (stereo unspecified) is entered as 2%, ·, -12%
CCCN(CC(=O)Nc1ccc(F)c(F)c1F)Cc1cc(=O)n2ccsc2n1 is entered as -5%, 5%, 0%
CC(SC1CCCC1)C(=O)NC(C)(C#N)C(C)C (stereo unspecified) is entered as 8%, 0%, -1%

New compounds follow:
| canonical_smiles | FEN1 inh | N370S GC | KAT2A inh |
| --- | --- | --- | --- |
| C#CCOCCOCCOCCNc1nc(N2CCN(C(=O)C(Cc3cc4ccccc4[nH]3)n3cc(C(N)Cc4ccc(O)cc4)nn3)CC2)nc(N2CCN(C(=O)C(Cc3cc4ccccc4[nH]3)n3cc(C(N)Cc4ccc(O)cc4)nn3)CC2)n1 (stereo unspecified) | -12% | ? | 0% |
| COc1ccc(-n2ccnc(SCC(=O)NC3CCCC3)c2=O)cc1OC | -3% | 1% | 2% |
| CCCCOc1ccc(-c2nonc2NC(=O)c2ccco2)cc1 | -25% | · | -10% |
| CCCn1c(=O)[nH]c2ccccc21 | -14% | 3% | 1% |
| CN(c1ccccc1)S(=O)(=O)c1cccc(NC(=O)CSc2nccc(=O)[nH]2)c1 | 0% | · | 1% |
| Cn1c(SCc2nc3ccccc3c(=O)[nH]2)nnc1-c1ccco1 | -2% | 14% | -1% |
| CC1CCCCN1C(=O)CSc1nnc2ccccn12 (stereo unspecified) | 1% | · | -6% |
| COc1ccc(S(=O)(=O)NCC(c2ccc(N(C)C)cc2)N2CCCC2)cc1F (stereo unspecified) | -2% | · | -15% |
| CCCOc1ccc(N2C(=O)CC(N(O)c3ccccc3)C2=O)cc1 (stereo unspecified) | -7% | -2% | -2% |
| CCN(CC)c1ccc(/C=C2/C(=O)N(c3ccc([N+](=O)[O-])cc3)N=C2N2CCOCC2)cc1 | · | 8% | 0% |
| CCc1cc2c(SC(C)C(=O)NC3CCCC3)ncnc2s1 (stereo unspecified) | 0% | · | -6% |
| O=C(CN(C(=O)c1csnn1)c1ccc(F)c(Cl)c1)NCc1ccc2c(c1)OCO2 | 0% | -5% | 1% |
| CCCn1cnc2cc(NCc3cccc(OC)c3)ccc21 | -4% | 25% | 0% |
| Cc1cc(N2CCCC2)ccc1NC(=O)COc1ccccc1 | 0% | 1% | -8% |
| COc1cccc(-n2nnc3c(=O)n(Cc4ccc(F)cc4)cnc32)c1 | -10% | -20% | -10% |
| Cc1nn(Cc2ccccc2Cl)c(C)c1NC(=O)CCCn1nc(C)c([N+](=O)[O-])c1C | -13% | -11% | 4% |
| O=C(COC(=O)c1ccc(Cl)nc1)Nc1nnc(-c2ccccc2)o1 | -6% | 5% | -7% |
| Cc1ccccc1NC(=O)Cn1nc(C(F)(F)F)cc1C1CC1 | -9% | 4% | 2% |
| COCC(C)n1c(C)cc(C(=O)COc2ccc(S(=O)(=O)N3CCOCC3)cc2Cl)c1C (stereo unspecified) | -15% | 1% | 0% |
| Cc1c(O)cc2c(c1O)C(=O)CC(c1ccc(O)cc1)O2 (stereo unspecified) | ? | -7% | 0% |

Following part:
| canonical_smiles | FEN1 inh | N370S GC | KAT2A inh |
| --- | --- | --- | --- |
| Cc1cc2c(=O)oc(-c3ccc(Br)cc3)nc2s1 | -10% | 1% | -2% |
| COc1ccc(CN2CCNC(=O)C2CC(=O)NCC2CCOCC2)c(F)c1 (stereo unspecified) | -6% | -4% | -1% |
| CC1(C(=O)Nc2nc3ccccc3s2)CC1(Br)Br (stereo unspecified) | -4% | 4% | -2% |
| C=CCNC(=S)N1CCN(c2ncc3c(=O)c(C(=O)O)cn(CC)c3n2)CC1 | 9% | 3% | -19% |
| COc1cc(-c2cc(C(=O)Nc3ccc(S(N)(=O)=O)cc3)c3ccccc3n2)cc(OC)c1OC | ? | ? | 4% |
| CC(C)(C)OC(=O)CC[C@@H](C(=O)N1CCN(C(=O)OC(C)(C)C)CC1)n1cc(C(Cc2ccc(O)cc2)NC(=O)OC(C)(C)C)nn1 (stereo partly specified) | -22% | -13% | 2% |
| CCCn1c(SCC(=O)NCc2ccc(C)cc2)n[nH]c1=O | -17% | -6% | 0% |
| Cc1ccc(S(=O)(=O)N2CCN(C(=O)c3n[nH]c(=O)c4ccccc34)CC2)cc1 | 57%[activator] | 14% | 0% |
| Cc1cc(C)nc(SCC(=O)OCC(=O)Nc2ccccc2)n1 | 15% | -2% | -6% |
| Cc1cc(C)cc(S(=O)(=O)c2cn(C)c3cc(N4CCN(C)CC4)c(F)cc3c2=O)c1 | 20% | -20% | -17% |
| COc1ccc(NC(=O)COC(=O)C23CCC(=O)N2c2ccccc2S3)cc1 (stereo unspecified) | -4% | 9% | 2% |
| O=C1c2ccccc2-c2nnc(-c3ccccc3)cc21 | -6% | 10% | -1% |
| Cn1c(CNC(=O)CNC(=O)c2cccc(F)c2)cc(=O)n(C)c1=O | -10% | -16% | 1% |
